PAFAH2 inh: PAFAH2 enzyme inhibitors, primary screen, biochemical, fluorescence polarization, human; Platelet-activating factor acetylhydrolase 2, cytoplasmic (Homo sapiens), Q99487; recombinant PAFAH2, FP-rhodamine activity probe; hit rate 0.99% among 340,000; inhibition, % at 3.39 µM;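 active = inhibition above the mean over all tested compounds plus 3 SD, cut at about 30% in these data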;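 also: inhibitors block probe labeling of enzyme so polarization drops; 0% = enzyme with DMSO and 100% = wells lacking PAFAH2 protein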
LYPLA1 inh: LYPLA1 inhibitors, primary screen, counter-screen for PME1 inhibitor project, biochemical, fluorescence polarization, FP-Rh probe ABPP; inhibition, % at 5.9 µM; hit rate 0.16% among 320,000; recombinant LYPLA1; Acyl-protein thioesterase 1 (Homo sapiens), O75608; AID 2174, 2009;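 active = inhibition above the mean of all tested compounds plus 3 SD, set per campaign, cut at about 14% in these data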;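 also: inhibitors block serine hydrolase probe labeling of LYPLA1 so polarization falls; 0% = enzyme with DMSO and 100% = wells lacking LYPLA1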
pPAFAH inh: pPAFAH enzyme inhibitors, primary screen, biochemical, fluorescence polarization, human | Platelet-activating factor acetylhydrolase (Homo sapiens), Q13093 | recombinant pPAFAH, FP-rhodamine probe fluorescence polarization | inhibition, % at 3.39 µM | hit rate 1.5% among 330,000 | AID 463082, 2010;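 active = inhibition above the mean inhibition across the screen plus 3 SD, cut at about 25% in these data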;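 also: inhibitors block binding of the rhodamine activity-based probe so polarization drops; 0% = enzyme with DMSO and 100% = wells lacking pPAFAH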
PREPL inh: PREPL enzyme inhibitors, primary screen, biochemical, fluorescence polarization | Prolyl endopeptidase-like (Homo sapiens), Q4J6C6 | recombinant PREPL, fluorescence polarization activity-based probe | inhibition, % at 5.96 µM | hit rate 0.68% among 320,000; in the data active = inhibition above about 43%;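 also: 0% = enzyme with DMSO and 100% = wells lacking enzyme; many of its hits are not listed in these tables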
PAFAH1B2 inh: PAFAH1B2 enzyme inhibitors, primary screen, biochemical, fluorescence polarization, human; Platelet-activating factor acetylhydrolase IB subunit alpha2 (Homo sapiens), P68402; recombinant PAFAH1B2, FP-rhodamine activity probe; inhibition, % at 3.39 µM; hit rate 1.2% among 340,000; AID 492953, 2010;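 active = inhibition above the mean of all tested compounds plus 3 SD, cut at about 24% in these data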;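 also: 0% = enzyme with DMSO and 100% = wells lacking PAFAH1B2; many of its hits are not listed in these tables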
PAD4 FP inh: human PAD4 inhibitors, primary screen, biochemical, fluorescence polarization, 1536-well format; hit rate 0.41% among 330,000; recombinant PAD4, RCA probe fluorescence polarization; Protein-arginine deiminase type-4 (Homo sapiens), Q9UM07; inhibition, % at 6.36 µM;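 active = percent inhibition above a cutoff equal to the mean of all tested compounds plus 3 SD, cut at about 15% in these data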;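 also: 0% = PAD4 with RCA probe and DMSO and 100% = probe without PAD4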
Target sequence (Q9UM07 whole entry, looked up): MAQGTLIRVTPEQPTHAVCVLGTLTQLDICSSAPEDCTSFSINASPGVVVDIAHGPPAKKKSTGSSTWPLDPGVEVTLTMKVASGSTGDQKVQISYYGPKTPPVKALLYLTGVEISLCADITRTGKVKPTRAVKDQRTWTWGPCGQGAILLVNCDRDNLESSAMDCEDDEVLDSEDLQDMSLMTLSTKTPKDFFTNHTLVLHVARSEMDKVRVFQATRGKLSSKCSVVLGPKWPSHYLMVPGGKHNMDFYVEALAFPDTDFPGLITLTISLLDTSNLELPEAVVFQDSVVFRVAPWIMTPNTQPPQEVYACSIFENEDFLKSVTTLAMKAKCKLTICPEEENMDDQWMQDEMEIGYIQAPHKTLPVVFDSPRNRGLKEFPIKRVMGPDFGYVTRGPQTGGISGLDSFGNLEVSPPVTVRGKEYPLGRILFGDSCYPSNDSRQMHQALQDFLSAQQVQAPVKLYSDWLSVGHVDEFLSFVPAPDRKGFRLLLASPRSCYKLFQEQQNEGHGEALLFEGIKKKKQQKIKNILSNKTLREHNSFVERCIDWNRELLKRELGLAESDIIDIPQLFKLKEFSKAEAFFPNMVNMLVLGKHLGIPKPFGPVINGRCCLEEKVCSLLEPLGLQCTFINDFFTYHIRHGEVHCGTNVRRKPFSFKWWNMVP
PAFAH1B3 FP inh: PAFAH1B3 enzyme inhibitors, primary screen, biochemical, fluorescence polarization, human | recombinant PAFAH1B3, FP-rhodamine probe | inhibition, % at 3.39 µM | hit rate 0.28% among 340,000;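 active = inhibition above the screen-wide average of all tested compounds plus 3 SD, cut at about 25% in these data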;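 also: 0% = enzyme with DMSO only and 100% = wells lacking PAFAH1B3 protein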
LYPLA2 inh: LYPLA2 inhibitors, primary screen, counter-screen for PME1 inhibitor project, biochemical, fluorescence polarization, FP-Rh probe ABPP; Acyl-protein thioesterase 2 (Homo sapiens), O95372; recombinant LYPLA2; inhibition, % at 5.9 µM; hit rate 0.38% among 320,000; AID 2177, 2009;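 active = inhibition above the screen-wide mean plus 3 SD, limit set per campaign, cut at about 26% in these data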;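 also: 0% = LYPLA2 with DMSO and 100% = wells lacking LYPLA2 enzyme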
GSTO1 inh: inhibitors of recombinant GSTO1, primary screen, counter-screen for RBBP9 inhibitor project, biochemical, fluorescence polarization | Glutathione S-transferase omega-1 (Homo sapiens), P78417 | activity-based probe fluorescence polarization | inhibition, % at 5.96 µM | hit rate 1.1% among 300,000 | AID 1974, 2009;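 active = inhibition above the campaign mean inhibition plus 3 SD, cut at about 35% in these data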;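 also: 0% = GSTO1-1 with DMSO and 100% = wells lacking GSTO1-1 enzyme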
Target sequence (P78417 whole entry, looked up): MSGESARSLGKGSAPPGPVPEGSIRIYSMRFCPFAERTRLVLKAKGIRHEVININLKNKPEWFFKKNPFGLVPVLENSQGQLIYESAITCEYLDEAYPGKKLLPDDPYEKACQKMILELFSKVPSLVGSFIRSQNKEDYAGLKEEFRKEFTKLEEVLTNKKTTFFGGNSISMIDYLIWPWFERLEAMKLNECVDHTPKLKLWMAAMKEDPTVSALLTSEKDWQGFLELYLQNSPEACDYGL
* = called active by the depositor; . = no result given. Some of the compounds tested; count on the stated rates, not on these rows.

SMILES	PAFAH2 inh	LYPLA1 inh	pPAFAH inh	PREPL inh	PAFAH1B2 inh	PAD4 FP inh	PAFAH1B3 FP inh	LYPLA2 inh	GSTO1 inh
Cn1c(N2CCCC2)nc2c1c(=O)n(Cc1ccc(F)cc1)c(=O)n2C	8	3	6	7	-1	-3	-3	3	-2
Cc1ccc(/C=C/C(=O)OCC(=O)N(CC(C)C)c2c(N)n(Cc3ccccc3)c(=O)[nH]c2=O)o1	8	-3	0	-3	1	-6	11	-1	6
CCC(C)NC(=O)c1ccccc1NC(=O)C(C)N(c1ccccc1)S(C)(=O)=O (centres undefined)	7	4	-1	-4	5	1	6	7	-2
COc1ccc(-c2nc(CS(=O)(=O)CC(=O)NCCCN3CCOCC3)c(C)o2)cc1	-6	8	4	-3	2	3	2	5	3
COc1ccc(NC(=O)CSCc2ccc([N+](=O)[O-])cc2)cc1OC	4	1	4	9	2	2	8	6	5
CCC(c1nnnn1CCOC)N1CCN(Cc2ccccc2)CC1 (centres undefined)	-9	0	8	18	1	-3	4	-5	2
COc1ccc(C(=O)NNC2=C(C(=O)C(F)(F)F)CCC2)cc1	.	3	1	1	.	-1	.	2	5
COc1ccc(S(=O)(=O)N2CCCC(C(=O)NCC3CCCO3)C2)cc1OC (centres undefined)	-6	-3	2	-3	1	-2	-8	4	6
COc1ccc(CN(C(=O)/C=C/C(=O)c2ccc(OC)cc2O)C(C(=O)NC2CCCCC2)c2ccncc2)cc1 (centres undefined)	9	-1	5	5	3	6	4	5	1
C/C(=N/NC(=O)C1CC1(c1ccccc1)c1ccccc1)c1ccco1 (centres undefined)	-1	2	0	5	2	-3	2	3	-1
CNC(=O)/C(=C\C=C\c1ccccc1)NC(=O)c1ccc([N+](=O)[O-])cc1	2	-1	3	-12	-3	1	0	6	5
O=C(Nc1nc(-c2ccccc2)c(-c2ccccc2)s1)c1ccc(S(=O)(=O)N2CCCCC2)cc1	8	6	1	4	-2	-5	0	3	-3
COc1ccccc1N(CC(=O)NC1CCCC1)S(=O)(=O)c1ccc(C)cc1	-3	-2	4	-9	8	-1	0	5	-1
COc1cc(NC(=O)CCN2CCN(C)CC2)cc(OC)c1	-4	1	-5	-1	2	1	5	2	1
CC(C)C(C)NC(=O)Cn1cnc2c(oc3ccccc32)c1=O (centres undefined)	-11	-2	0	-5	-2	-3	2	-4	-4
CCCCCCCCN1[C@@H](CC(=O)OC)c2cc(C(F)(F)F)ccc2S1(=O)=O	-10	-1	8	3	-6	0	3	2	5
CC(C)(C)C1CCC(=O)N(CCOc2ccccc2)CC1 (centres undefined)	-1	-2	5	-2	8	2	11	5	7
Oc1sc(C=Nc2ccccc2)c2ccccc12	6	-3	10	39	14	-2	10	6	2
CCOc1ccc(N(CC(=O)Nc2nccs2)S(=O)(=O)c2c(C)noc2C)cc1	3	-2	1	-4	-3	-1	-1	5	1
CC(Sc1nnc2ccccn12)C(=O)Nc1ccc(N2CCOCC2)cc1 (centres undefined)	10	.	5	7	2	-1	5	.	.
Cc1ccsc1CNCc1cc(Cl)ccc1O	2	-7	4	-4	0	0	4	-1	5
O=C(Nc1ccccc1Br)c1ccc(N2CCCC2=O)cc1	-7	2	-2	3	0	0	-7	6	-1
CCC(=O)c1ccc(N2CCN(C(=O)c3ccc(F)cc3)CC2)c(F)c1	-2	5	6	-3	1	-4	0	16	6
O=C(Nc1ccc(S(=O)(=O)N2CCOCC2)cc1)c1cc([N+](=O)[O-])ccc1Cl	-6	3	7	2	2	-3	5	16	1
O=C(NCc1cccnc1)C1CCN(C(=O)c2ccc(Cl)cc2Cl)CC1	1	-1	-2	23	-1	-1	-4	4	-9
O=C(N/N=C/c1ccc(F)c(F)c1)c1cc2c(s1)-c1ccccc1CC2	-7	4	-1	-2	6	-2	4	6	0
CCNC(=O)CC1SC(=Nc2cccc(Cl)c2C)N(C)C1=O (centres undefined)	-3	-2	-4	3	6	7	-1	-12	1
Cc1ccc2cc(CN(C(=O)C3CCCO3)C3CCCCC3)c(=O)[nH]c2c1 (centres undefined)	7	-2	-2	5	7	-2	3	-3	-11
Cc1ccccc1NC(=O)c1cn(-c2ccccc2)nc1-c1ccccc1	-9	-6	1	-3	0	2	4	-10	-1
CCc1ccc(N2CC(C(=O)Nc3ccccc3F)CC2=O)cc1 (centres undefined)	6	-1	2	-6	1	1	1	3	0
CCOc1ccc(-n2nnc3c(=O)n(CC(=O)NCc4ccco4)cnc32)cc1	-6	2	-2	-2	2	-6	-1	4	-3
FC(F)(F)c1cc(-c2ccco2)nc(N2CCOCC2)n1	-2	0	2	5	2	1	2	1	3
COc1ccc(NC(=O)CN2CCN(C(=O)c3ccco3)CC2)c(OC)c1	0	0	3	13	2	-2	9	3	7
O=C(Cn1cnc2c(nnn2Cc2ccccc2F)c1=O)NCc1ccco1	2	-4	4	-3	7	-3	-2	-1	1
CC12CC3(C)CC(C)(C1)CC(C(=O)NC(=S)NC(C)(C)C)(C2)C3	9	0	2	-8	0	-1	2	2	4
C[C@@H](C(=O)NCc1ccccc1)N1C(=O)C2CC=CCC2C1=O (some centres undefined)	0	-3	1	-9	-7	2	2	3	9
COc1ccc(CCNC(=O)/C(C#N)=C/c2cccc(OCc3ccccc3)c2)cc1OC	-36	-21	0	-10	-6	-2	-9	-37	2
O=C(c1cc2ccccc2o1)N1CCN(Cc2ccc3c(c2)OCO3)CC1	-3	1	2	16	-5	-2	-4	2	-1
C#CCOCCOCCOCCNc1nc(N2CCN(C(=O)Cn3cc(CCCCN)nn3)CC2)nc(N2CCN(C(=O)[C@H]([C@@H](C)CC)n3cc(CCCCN)nn3)CC2)n1	3	-1	2	6	6	-1	10	-1	3
CCN1C(=O)CC(C(=O)NC)SC1=Nc1cc(Cl)c(O)c(Cl)c1 (centres undefined)	-16	1	2	-5	-2	0	-7	1	6
O=C(CSc1ccc(-c2ccco2)nn1)Nc1ccc(F)cc1F	0	0	4	-6	3	1	5	1	4
CC(C)c1cc(C(=O)NNC(=S)NC2CCCCC2)cs1	8	2	3	4	-3	4	-6	16	2
COc1cccc(C(=O)NC2CCN(CC(=O)Nc3nccs3)CC2)c1	7	0	-3	16	3	-8	2	3	-3
Nc1c2c(nc3ccccc13)CCCC2=O	1	-3	1	5	6	-3	6	1	4
CC1CCN(C(=S)c2ccc3c(c2)OCO3)CC1	3	2	6	6	8	0	12	5	3
CCOCCCNC(=O)c1cc2cc3cc(OC)ccc3nc2o1	6	-1	1	12	4	0	0	2	2
CN(C)CCNC(=O)C(C(=O)c1ccccc1)n1ccccc1=O (centres undefined)	-2	-1	5	-6	2	1	4	-1	-8
CCOC(=O)C1CCCN(c2c(NCCN(CC)c3ccccc3)c(=O)c2=O)C1 (centres undefined)	-2	3	4	-3	2	-5	-2	2	-1
Cc1ccc(CN2CCNC(=O)C2CC(=O)N(C)C2CCCCC2)o1 (centres undefined)	-2	2	5	1	0	-3	2	1	6
COc1ccc([N+](=O)[O-])c(OC)c1C(=O)NC(=O)Nc1c(C)cccc1C	8	0	-2	-5	5	-5	4	-7	-3
Additional entries.
SMILES	PAFAH2 inh	LYPLA1 inh	pPAFAH inh	PREPL inh	PAFAH1B2 inh	PAD4 FP inh	PAFAH1B3 FP inh	LYPLA2 inh	GSTO1 inh
Cc1ccccc1NCc1nnc2n1CCCCC2	0	1	3	4	-1	-3	-3	-2	0
COc1ccc(OC)c(C2NC(=O)CCC2[N+](=O)[O-])c1 (centres undefined)	4	0	-1	6	5	-3	5	4	-4
Cc1ccc(NC(=O)CSCC(=O)Nc2ccc(N3CCOCC3)c(Cl)c2)cc1	-1	2	21	16	6	-1	1	5	11
C/C(=N\NC(=O)Cc1ccccc1)c1ccc(Cl)s1	4	4	1	1	1	1	1	7	-1
Cc1cc(C)c(C(=O)/C=C/c2ccc(C(C)C)cc2)c(=O)[nH]1	6	-1	2	-3	5	-4	-2	0	-5
O=C(O)C(NS(=O)(=O)c1ccc(F)cc1)c1ccccc1 (centres undefined)	0	4	1	11	9	-2	-1	2	4
O=S(=O)(c1ccc(OC(F)(F)F)cc1)N1CCCC(N2CCOCC2)C1 (centres undefined)	-3	0	5	-10	-2	-5	0	2	3
Cc1cc(C)n(-c2ccc(C(=O)Nc3ccccc3N3CCOCC3)cc2)n1	-3	-5	7	2	2	-1	5	-4	3
O=C(OCCN1CCCCC1)c1ccccc1F	3	1	2	-6	0	-6	11	2	10
CNC(=S)NNC(=O)c1cccn(Cc2cccc(C(F)(F)F)c2)c1=O	-7	0	-2	9	0	1	8	-2	3
CCOc1ccc(NC(=O)CSC2=NN3CCCC(=O)N=C3S2)cc1	1	3	-3	13	1	-3	3	6	13
CCCCCC(=O)NC(=S)Nc1ccccc1C(=O)OC	-4	0	4	2	2	0	3	3	31
CCC(=O)N1CCNC(=O)C1CC(=O)Nc1ccc(C)c(Cl)c1 (centres undefined)	3	0	-1	0	1	-4	5	4	-1
CCC(CC)c1nnc(NC(=O)Oc2ccccc2)s1	-1	-3	-4	11	1	-1	-1	-7	3
O=C(CN1C(=O)c2ccccc2C1=O)Nc1cccc(O)c1	2	-3	-3	-7	3	0	-5	7	-3
COc1ccc(C2/C(=C(/O)c3ccc(C)cc3)C(=O)C(=O)N2CCCN2CCOCC2)cc1 (centres undefined)	2	1	7	0	-3	-2	2	-4	1
COc1ccc(NC(=S)N2CCN(C/C=C/c3ccccc3)CC2)c(OC)c1	3	-1	5	0	-2	-3	-5	4	4
O=C(NCCC1CCCCN1S(=O)(=O)c1ccccc1)C(=O)NCc1ccco1 (centres undefined)	3	0	2	-24	2	-2	7	-2	12
COc1ccc(CN2C(=O)c3cccnc3C2=O)cc1S(=O)(=O)N1CC(C)CC(C)C1 (centres undefined)	8	3	6	0	-3	-4	6	3	3
CCOc1ccc(C(C)=O)cc1COC(=O)C1=COCCO1	-5	1	7	-4	-4	0	5	7	3
COc1cc(NC(=O)c2ccccc2)c(OC)cc1NC(=O)Cc1ccc(F)cc1	4	0	12	0	4	-3	-1	0	8
COCCCN=CC1=C(O)CC(c2ccccc2)CC1=O (centres undefined)	-6	0	2	22	4	-6	-9	-4	-6
C=CCn1c(C)cc(C(=O)Cn2nc(C(=O)O)c3ccccc3c2=O)c1C	15	-4	-6	-24	7	1	8	0	2
Cc1cccc(N2CC(C(=O)Nc3nnc(SCc4cccnc4)s3)CC2=O)c1 (centres undefined)	12	-4	23	5	-1	-7	3	5	-2
COc1ccc(-c2cc(C(=O)NCCN3CCOCC3)c3ccccc3n2)c(OC)c1	-4	1	2	0	4	17*	6	1	14
